Compound activity deposited in PubChem BioAssay by Fisher Drug Discovery Resource Center.
NPYLR7 ag = agonists of mosquito NPYLR7 receptor, primary screen, cell-based, Aedes aegypti, calcium fluorescence, mosquito biting behavior. Aedes aegypti neuropeptide Y-like receptor 7 (NPYLR7). AID 1259423, 2018. actives 0.15% (n = 270,000). activation, % at 10 µM. HEK293T NPYLR7/Galpha15, GCaMP6s calcium fluorescence; in the data active = activation above about 40%;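 also: 0% = vehicle and 100% = reference agonist at the receptor; some compounds past the cut are filed as inactive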
hcGAS lum = Primary biochemical luminescence assay for human cyclic GMP-AMP synthase inhibitors. actives 0.081% (n = 290,000). inhibition, % at 12.5 µM. recombinant h-cGAS, ATP depletion, Kinase-Glo luminescence. Q8N884;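 also: 0% = vehicle reaction and 100% = reaction without DNA for no activity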
Target sequence (Q8N884 whole entry, looked up): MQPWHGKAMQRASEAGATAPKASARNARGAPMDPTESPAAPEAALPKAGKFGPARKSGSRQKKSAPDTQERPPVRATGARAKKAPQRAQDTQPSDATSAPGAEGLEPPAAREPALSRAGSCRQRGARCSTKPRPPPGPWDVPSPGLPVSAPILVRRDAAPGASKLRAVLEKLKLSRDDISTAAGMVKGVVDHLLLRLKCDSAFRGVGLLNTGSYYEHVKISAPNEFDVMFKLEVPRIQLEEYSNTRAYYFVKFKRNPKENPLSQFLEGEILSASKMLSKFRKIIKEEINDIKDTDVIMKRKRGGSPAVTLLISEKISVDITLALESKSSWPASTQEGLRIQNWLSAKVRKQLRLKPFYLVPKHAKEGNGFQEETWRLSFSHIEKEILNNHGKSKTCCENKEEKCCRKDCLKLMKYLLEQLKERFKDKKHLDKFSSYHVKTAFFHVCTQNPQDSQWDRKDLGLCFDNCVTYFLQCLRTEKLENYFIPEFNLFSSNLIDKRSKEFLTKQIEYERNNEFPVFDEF
mcGAS lum = cyclic GMP-AMP synthase inhibitors, mouse, primary biochemical chemiluminescence | Q8C6L5 | inhibition, % at 12.5 µM | AID 1259399, 2018 | recombinant cGAS, Kinase-Glo ATP depletion luminescence | actives 0.15% (n = 160,000);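 also: 0% = negative control wells and 100% = reference inhibitor with no enzyme activity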
Active calls of the source: *; . = no result given; & = joins results of further samples. Rule as the data show it, unless noted: active = inhibition above about 40%; inactive = the rest.

Values run as follows: NPYLR7 ag	hcGAS lum	mcGAS lum
- CCOC(=O)Cc1c(C)n2nc(C)cc2[nH]c1=O
    -2	58*	.
- Cc1ccc(F)cc1CC(=O)N1CCC(N2CCC(O)CC2)CC1
    2	0	.
- CCOC(=O)c1sc(NC(=O)CC)nc1C
    -2	7	4
- Cc1ccc(C)c(-n2nc(C)c(/C=N\N3CCOCC3)c2Cl)c1
    1	-6	.
- N#Cc1nc(-c2ccc(S(=O)(=O)N3CCCCC3)cc2)oc1N1CCc2ccccc2C1
    3	4	-1
- CNS(=O)(=O)CCNC(=O)C1CC(=O)N(Cc2ccc(C)cc2)C1 (stereo not given)
    -4	2	.
- COc1ccc(-c2cnc3ncnn3c2N2CCCN(C(=O)c3cc(F)c(F)cc3F)CC2)cc1OC
    1	-2	-6
- Cc1nn(-c2ccccc2Cl)c(C)c1CCC(=O)NC1CC(C)(C)N(C)C(C)(C)C1
    10	-9	.
- CC(C)c1ccc(C2c3c(n[nH]c3-c3ccc4c(c3)OCO4)OC(=N)C2C#N)cc1 (stereo not given)
    0	0	.
- Fc1ccccc1-c1ncc2ccccn12
    -1	-6	.
- O=C(c1ccc(Cl)cc1)c1ccc(OC(=O)N2CCCCC2)cc1
    0	-3	.
- O=C(c1cc(S(=O)(=O)N2CCOCC2)ccc1N1CCCC1)N1CCc2ccccc2C1
    -1	-8	-17
- O=C(NNC(=O)c1cccn(Cc2cccc(F)c2)c1=O)NC1CCCCC1
    3	-6	.
- O=C(NCc1ccncc1)C(C1CCCC1)N1CCN(C(=O)c2ccc(Cl)c(Cl)c2)CC1 (stereo not given)
    -3	-1	.
- CCN1CCN(C(=O)c2ccc(CSc3nnc(-c4cccc(OC)c4)n3CC)cc2)CC1
    9	0	-3
- COc1cc(Cl)c(C)cc1NC(=O)Nc1ccc(F)cc1
    0	-6	.
- O=C(C=Cc1cccs1)c1cccs1
    -1	-11	5
- CC[C@@H]1[C@H](NC(=O)C2CCN(Cc3ccco3)CC2)[C@@H]2CCO[C@H]12
    .	-9	-5
- COc1ccc(C2CC(c3ccc(F)cc3)=Nc3ncnn32)cc1 (stereo not given)
    8	0	.
- COc1ccccc1-c1cc(C(=O)NCCN2CCCCC2)nc2cc(C(C)(C)C)nn12
    19	-2	-4

Additional compounds follow:
Values run as follows: NPYLR7 ag	hcGAS lum	mcGAS lum
- COc1ccc(-n2nnc(C(=O)OCc3ccccc3F)c2C)cc1Cl
    5	-5	-6
- Fc1ccc(-c2cnc(CN3CCCc4cccc(F)c43)o2)cc1
    1	-15	.
- Cc1ccccc1-n1ncc2c(C(C)C)nn(CC(=O)N(C(C)C)C(C)C)c(=O)c21
    9	-6	.
- CO[C@H]1CN(Cc2ccc(F)cc2)[C@H]2Cc3c(oc4ccccc34)[C@@H]1C2
    22	-3	-10
- CN(CCc1ccccn1)c1ncccc1CNC(=O)c1ccc2cc[nH]c2c1
    2	-1	.
- CCOC(=O)c1c(NC(=O)C(OC(C)=O)c2ccccc2)c(-c2ccc(OC)c(OC)c2)cn1Cc1ccccc1 (stereo not given)
    12	-4	-7
- Cc1nn(C)c(C)c1NC(=O)C(C)Sc1nc2ccccc2c(=O)n1CC1CCCO1 (stereo not given)
    -6	1	.
- O=C(NCC1CCN(c2nc(Cc3ccc(Cl)cc3)ns2)CC1)C1CC1
    -7	-7	-5
- COCCn1c(CO)nc2ccccc21
    -1	-8	.
- COc1cc(C2C3C(=O)CC(C)(C)CC3=Nc3c(C(N)=O)cnn32)ccc1O (stereo not given)
    -1	-3	.
- CCCOc1ccc(C(=O)NC(=S)Nc2cc([N+](=O)[O-])ccc2F)cc1
    3	9	.
- CCCCCc1ccc(C(=O)N(CC(=O)c2c(C)c(C(=O)OC)n(CC)c2C)CC2CCCO2)cc1 (stereo not given)
    -2	-3	-4
- Cc1ccc(C)c(SCC(=O)N2CCCC(S(N)(=O)=O)C2)c1 (stereo not given)
    3	-10	.
- Nc1ccnc(N2C[C@H]3C[C@H](C2)[C@@H]2CCCC(=O)N2C3)n1
    5	-6	.
- Cc1ccc(OCc2ccc(-c3nc(C#N)c(N4CCCC4)o3)o2)cc1
    1	-5	-9
- COc1cccc(NC(=O)CCC2CCN(C(=O)c3csnn3)CC2)c1
    18&12	-6&-5	.
- COc1cccc(CN2CCC(C(=O)NC(c3ccc(C)cc3)c3ccccn3)CC2)c1 (stereo not given)
    -7	1	-3
- CCCC(C)c1nnc(NC(=O)NCCn2c(C)cc(C)nc2=O)s1 (stereo not given)
    3	-5	.
- CNc1nc2c(C)cccn2c(=O)c1C=Nc1ccccc1
    -4	-3	-8
- Cc1cc(C(=O)N(Cc2cccnc2)c2nc3c(F)cc(F)cc3s2)no1
    0	2	.

Another view of 3 compounds above:
SMILES,NPYLR7 ag,hcGAS lum,mcGAS lum
Cc1ccc(OCc2ccc(-c3nc(C#N)c(N4CCCC4)o3)o2)cc1,1,-5,-9
COc1cccc(NC(=O)CCC2CCN(C(=O)c3csnn3)CC2)c1,18&12,-6&-5,.
COc1cccc(CN2CCC(C(=O)NC(c3ccc(C)cc3)c3ccccn3)CC2)c1 (stereo not given),-7,1,-3

(continued)
Values run as follows: NPYLR7 ag	hcGAS lum	mcGAS lum
- COc1cc(/C=C2/SC(=S)N(CC(=O)O)C2=O)cc(Br)c1O
    -1	-12	-4
- COc1ccc2c(c1)C1(CC(=O)N(CC(=O)N(C)C)C1=O)C(=O)N2CCCn1c(=O)n(C)c2ccccc21 (stereo not given)
    -22	4	-6
- O=C(OC1CCCC1)c1c(F)cccc1Cl
    -6	-14	.
- CC(=O)N(c1nc(COC(=O)C2CCC2)cs1)c1c(C)cc(C)cc1C
    -4	-7	.
- COc1ccc2c3oc(=O)cc(O)c3c(=O)n(C)c2c1
    4	1	.
- Cn1c(=O)n(CC=Cc2ccccc2)c(=O)c2c1nc1n2CCCN1C1CCCCC1
    2	-2	-7
- O=C(CSc1nnc(NC(=O)C(Cl)c2ccccc2)s1)c1ccc(F)cc1 (stereo not given)
    2	-2	-3
- CCn1cc(C(CC(=O)N2CCN(C(c3ccccc3)c3ccccc3)CC2)c2ccc(F)cc2)c2ccccc21 (stereo not given)
    5	-2	-2
- Cc1nnc(SCC(=O)Nc2cccc(Cl)c2)c2c1cnn2-c1ccc(F)cc1
    -5	-11	-13
- C=c1ccccc1=C1NN=C(NC(=O)c2ccc(OCC)cc2)S1
    -12	10	.
- Cc1cccc2c1C(=O)NC1(CCN(C(=O)C3C[C@H]3c3ccccc3)CC1)N2 (stereo not given in full)
    2	-8	-5
- COc1cccc(N2C(=O)CC(NCc3ccc(S(N)(=O)=O)cc3)C2=O)c1 (stereo not given)
    -11	-2	-6
- COC(=O)C1C(=O)CSC1=Nc1cccc(F)c1 (stereo not given)
    -5	-10	.
- Cc1ccn2c(NCc3ccccc3)c(-c3cccc(F)c3)nc2c1
    23	-5	-5
- CCC(CC)C(=O)N(Cc1cc(NC(=O)c2ccccc2Cl)ccc1N(C)C)CC1CCCO1 (stereo not given)
    1	1	-4
- COc1ccc(S(=O)(=O)N(Cc2ccc(C(F)(F)F)cc2)c2ccc(OC)c(OC)c2)cc1
    .	-4	-4
- CCCCN(CC)C(=O)c1ccc2c(c1)NC(=O)C(C)S2 (stereo not given)
    1	-12	.
- Cc1nn(-c2ccc(N3CCN(S(=O)(=O)c4ccc(C(C)(C)C)cc4)CC3)nn2)c(C)c1C
    0	0	-2
- C=CCn1c(SCC(=O)Nc2nccs2)nc2c([nH]c3ccccc32)c1=O
    -2	-4	-6
- O=C(NCCNc1cc(-n2cccn2)ncn1)Nc1ccccc1Cl
    -7	-2	-6

Later entries.
Values run as follows: NPYLR7 ag	hcGAS lum	mcGAS lum
- O=C(CCCCCCCC(=O)NC1CCCCC1)NC1CCCCC1
    -3	0	.
- C=CCN(Cc1ccc([N+](=O)[O-])cc1)Cc1cccn1Cc1ccc(F)cc1
    32	-6	-6
- Cc1ccccc1-c1nc2c(OCc3ccccc3)cccn2c1NC(C)(C)CC(C)(C)C
    -8	-12	-10
- Cc1ncc(CNCc2cccnc2N2CCCCCCC2)n1C
    -3	1	.
- Cc1c(C(=O)NCCN(C)C)sc2nc(-c3cccc([N+](=O)[O-])c3)cn12
    3	-6	-7
- COCCNC(=O)c1cc(N(C)CCc2ccc(OC)c(OC)c2)nc2ccccc12
    3	-5	-6
- CO[C@H]1[C@H](NC(=O)c2ccncc2)c2ccccc2C12CCN(C(=O)c1csc(C(C)=O)c1)CC2
    0	-7	-11
- Cc1nc(SCc2cccc(C(=O)NCC3CCCO3)c2)nc(N(C)Cc2ccccc2)c1C (stereo not given)
    6	-12	-4
- C=CCOc1c(OC)ccc2c1CN(Cc1ccco1)C(=O)CCN2CC(O)Cc1ccccc1 (stereo not given)
    3	-7	-5
- COc1ccc(C(=O)Cn2c(-c3nnc(C(C)C)o3)cc3ccccc32)cc1
    11	-5	-11
- CCCc1c(C)nn(-c2ccc(C(=O)N3CCC(O)(c4ccc(Cl)cc4)CC3)cc2)c1C
    -4	-3	-7
- CN(Cc1ccccc1)C(=O)c1nc2ccccn2c1CN1CC=CCC1
    -1	-2	-9
- CCNc1ncc(C(=O)NC2CCC(n3cnnc3)CC2)cn1 (stereo not given)
    -6	-1	-8
- Cc1cc(C)n(-c2ccc(NCCCOC3CCOCC3)nn2)n1
    5	-11	.
- Cc1cccc(C(=O)NCc2ccc(-c3ncc(-c4ccc(F)cc4)[nH]3)cc2)c1
    2	-7	-7
- CC(C)(C)c1ccc(C(=O)Nc2ccc(N3CCc4ccccc4C3)c(C(=O)NCCCN3CCOCC3)c2)cc1
    -3	-3	-6
- COc1ccc(S(=O)(=O)N[C@@H](C)C(=O)Nc2ccccc2N2CCCC2)cc1
    1	-7	.
- C=CCN1C(=O)C2(SC(NC(C)=O)=NN2C(C)=O)c2ccc(Cl)c(Cl)c21 (stereo not given)
    1	-6	-7
- CC(C)Oc1ccc(C(O)=C2C(=O)C(=O)N(CCN(C)C)C2c2cccc([N+](=O)[O-])c2)cc1 (stereo not given)
    -15	-1	.
- O=C(NCc1cccc(C(F)(F)F)c1)C1COC2(CCCCC2)N1C(=O)c1ccc(F)cc1F (stereo not given)
    -10	5	-1

Gathered by group, those above containing a CF3 group
Values run as follows: NPYLR7 ag	hcGAS lum	mcGAS lum
- COc1ccc(S(=O)(=O)N(Cc2ccc(C(F)(F)F)cc2)c2ccc(OC)c(OC)c2)cc1
    .	-4	-4
- O=C(NCc1cccc(C(F)(F)F)c1)C1COC2(CCCCC2)N1C(=O)c1ccc(F)cc1F (stereo not given)
    -10	5	-1

The list goes on:
Values run as follows: NPYLR7 ag	hcGAS lum	mcGAS lum
- C=CCn1c(SCc2cc(F)cc(F)c2)nnc1-c1ccc(OC)cc1
    -2	0	1
- CCOc1ccc(C2c3[nH]c4ccccc4c3CCN2C(=O)Cn2ccc(C)n2)cc1 (stereo not given)
    9&-2	-6&-4	-10&-2
- CCOC(=O)N1CCC(NC(=O)c2ccc(-n3nc(C)c(CC)c3C)cc2)CC1
    -16	-2	-4
- CC(=O)Oc1ccccc1Cn1c(C)c(C(=O)NCc2ccc(C(C)C)cc2)sc1=O
    3	-7	.
- c1ccc(Cn2cc(CN3CCN(c4ccccn4)CC3)c(-c3cc4ccccc4o3)n2)cc1
    27	-8	-9
- CNC(=S)NN=C(C)c1ccc2c(c1)OCO2
    -7	-11	.
- O=C1NC(=O)C(Nc2ccccc2Cl)S1 (stereo not given)
    3	-6	.
- COc1cc(CC(=O)NCCc2nc3cc(F)ccc3s2)ccc1C
    -1	-5	.
- CCOC(=O)C1(Cc2ccccc2C)CCCN(C(=O)Cn2nc(C)cc2C)C1 (stereo not given)
    0	0	.
- O=C(c1cn(-c2cc(N3CCSCC3)ncn2)cn1)N1CCCc2ccccc21
    -12	-4	.
- CCCCCCCC(=O)Nc1cc(-c2onc3c2CCc2ccccc2-3)ccc1OC
    4	-1	-4
- CN(C(=O)CSc1nc2c(cnn2Cc2cccc(Cl)c2)c(=O)[nH]1)c1ccccc1
    -1	-2	.
- Cc1[nH]cnc1CN(CCO)CC12CC3CC(CC(C3)C1)C2
    13	-5	.
- CCOC(=O)C(CC)N1C(=O)CC(c2cccc(C(F)(F)F)c2)C(C(=O)OC)=C1C (stereo not given)
    .	-4	-4
- O=C(NC12CC3CC(CC(O)(C3)C1)C2)c1cccc(NCc2cccs2)c1
    2	-3	.
- Cc1ccc(C)c(CSc2nc(=O)n3cccc(C)c3n2)c1
    4	-12	.
- COC(=O)N1C2C=CC(C2)C1(C(F)(F)F)C(F)(F)F (stereo not given)
    4	0	-3
- CC(NC(=O)NC1CCOC1c1ccccc1)c1ccc(C#N)cc1 (stereo not given)
    4&0	8&8	-3
- C(=Nn1c(-c2ccco2)csc1=NC1CCCCC1)c1ccccn1
    -1	-5	.
- CN(Cc1nc2ccccc2s1)Cn1nc(-c2ccccc2Cl)n(C)c1=S
    6	5	.

Later entries:
Values run as follows: NPYLR7 ag	hcGAS lum	mcGAS lum
- CCOC(=O)C1C2C=CC3(CN(Cc4ccco4)C(=O)C13)O2 (stereo not given)
    4	-10	.
- O=C(c1cccnc1)N1CCC(Oc2ccc(C(=O)N3C[C@@H]4CCC[C@H]3C4)cc2)CC1
    7	-5	.
- Cc1ccc(-n2ncc3c(C)nnc(SCC(=O)N4CCC(C)CC4)c32)cc1C
    -7	-7	-11
- COc1ccc(-c2csc3nc(C)nc(N4CCCCC4CNS(C)(=O)=O)c23)cc1OC (stereo not given)
    0	0	.
- C=CCn1c(C)c(C)n2c3c(=O)n(CCCc4ccccc4)c(=O)n(C)c3nc12
    8	-7	-8
- CCn1nc(CC(C)C)cc1C(=O)N1CC(c2ccncc2)C1
    0	2	0
